D1 ag: Allosteric Agonists of the Human D1 Dopamine Receptor: qHTS; actives 1% (n = 360,000); activation, % at 2 µM; AID 504660, 2011; HEK293 T-REx D1 cells, calcium flux, agonist mode; D(1A) dopamine receptor (Homo sapiens), P21728; also: 0% is about no effect
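Inducible HEK293 T-REx D1 cells, force-coupled to calcium signalling, were plated at 4000 cells/well with tetracycline and held overnight at 30 C. After no-wash calcium dye loading, compound-evoked calcium rise over 180 s flagged agonists.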
D2 PAM: HTS Assay for Positive Allosteric Modulators of the Human D2 Dopamine Receptor: Primary Screen for Potentiators. potentiation, % at 10 µM. actives 0.34% (n = 340,000). AID 485347, 2010. HEK293 T-REx D2, calcium flux, EC20 dopamine potentiation. D(2) dopamine receptor (Homo sapiens), P14416;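 active = potentiation over 3 SD above the plate norm, cut at about 30% in these data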; also: 0% is about no effect
Target sequence (P14416 whole entry, looked up): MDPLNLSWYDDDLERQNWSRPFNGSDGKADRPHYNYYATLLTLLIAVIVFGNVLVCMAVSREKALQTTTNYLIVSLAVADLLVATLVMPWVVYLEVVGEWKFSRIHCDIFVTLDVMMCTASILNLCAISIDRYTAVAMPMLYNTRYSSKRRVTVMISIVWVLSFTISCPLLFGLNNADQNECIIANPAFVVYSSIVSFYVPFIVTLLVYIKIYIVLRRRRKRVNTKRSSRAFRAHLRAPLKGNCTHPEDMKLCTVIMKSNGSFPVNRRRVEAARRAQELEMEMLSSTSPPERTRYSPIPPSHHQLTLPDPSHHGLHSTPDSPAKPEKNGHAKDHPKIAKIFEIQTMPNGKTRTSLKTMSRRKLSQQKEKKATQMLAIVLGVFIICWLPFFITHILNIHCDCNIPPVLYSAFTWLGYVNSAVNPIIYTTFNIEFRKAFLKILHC
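Using a no-wash calcium dye in inducible, force-coupled HEK293 Trex cells expressing D2, we tracked fluorescence each second for 180 s after compound, then for 180 s after EC20 dopamine to detect augmented signalling.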
D2 antag: HTS Assay for Allosteric Antagonists of the Human D2 Dopamine Receptor: Primary Screen for Antagonists. HEK293 TREx D2 cells, calcium flux, dopamine EC80. inhibition, % at 10 µM. actives 2% (n = 340,000); in the data active = inhibition above about 30%; also: 0% is about no effect
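Tetracycline-induced HEK293 TREx cells expressing D2 receptor forced-coupled to calcium signalling, loaded with no-wash calcium dye. Compounds added and calcium flux read 180 s, then dopamine added at EC80 and read a further 180 s.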
D1 PAM: Potentiators of Human D1 Dopamine Receptor: qHTS; D(1A) dopamine receptor (Homo sapiens), P21728; HEK293 TREx D1 cells, calcium flux, dopamine EC20 potentiation; potentiation, % at 10 µM; actives 0.036% (n = 360,000); in the data active = potentiation above about 30%; also: 0% is about no effect
TRHR enhancer: qHTS for Small Molecule Agonists and Allosteric Enhancers of Human TRH Receptor: Primary Screen for Enhancers | TRHR cells, fluo-8 calcium fluorescence, EC20 TRH enhancement | AID 493056, 2011 | Thyrotropin-releasing hormone receptor (Homo sapiens), P34981 | actives 0.66% (n = 360,000) | enhancement, % at 2 µM; in the data active = enhancement above about 30%; also: 0% is about no effect
Target sequence (P34981 whole entry, looked up): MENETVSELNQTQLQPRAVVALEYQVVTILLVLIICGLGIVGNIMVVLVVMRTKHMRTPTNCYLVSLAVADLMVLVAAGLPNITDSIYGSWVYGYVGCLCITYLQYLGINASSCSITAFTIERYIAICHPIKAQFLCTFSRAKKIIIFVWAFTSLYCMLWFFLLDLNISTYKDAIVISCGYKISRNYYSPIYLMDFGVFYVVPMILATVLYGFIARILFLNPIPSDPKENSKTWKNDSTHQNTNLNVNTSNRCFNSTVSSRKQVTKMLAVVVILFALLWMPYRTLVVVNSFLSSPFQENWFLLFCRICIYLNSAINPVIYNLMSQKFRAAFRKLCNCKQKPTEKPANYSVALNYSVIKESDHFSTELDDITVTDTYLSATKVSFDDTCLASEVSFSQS
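Enhancer read-out: after compound pinning and an initial kinetic agonist-mode read, an EC20 of TRH (10 nM final) was injected and fluo-8 calcium signal (Ex 480/Em 530) followed at 1 s/cycle for 100 cycles in TRHR-expressing cells.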
D1 antagonist: Antagonist of Human D 1 Dopamine Receptor: qHTS; HEK293 TREx D1 cells, calcium flux, dopamine EC80; active compounds read low; activity change, negative = inhibition, % at 10 µM; actives 3.2% (n = 360,000); in the data active = activity change below about -30%; also: % is scaled to controls: 0 for no effect and ±100 for the full control effect
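After overnight tetracycline induction at 30 C, force-coupled D1 HEK293 cells took up a no-wash calcium dye at room temperature. Compounds were added and monitored 180 s, and the response to EC80 dopamine was then recorded.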
D2 ag: HTS Assay for Allosteric Agonists of the Human D2 Dopamine Receptor: Primary Screen for Agonists | HEK293 T-REx D2 cells, calcium flux agonist mode | AID 485358, 2010 | actives 0.53% (n = 340,000) | activation, % at 2 µM | D(2) dopamine receptor (Homo sapiens), P14416;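 active = activation over 3 SD above normal in the single-dose calcium agonist read, cut at about 30% in these data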; also: 0% is about no effect
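In this primary screen, compounds producing a positive calcium signal within 180 s of addition to tetracycline-induced, force-coupled HEK293 Trex D2 cells are flagged; cells are dye-loaded with a no-wash calcium kit beforehand.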
TRHR agonist: qHTS for Small Molecule Agonists and Allosteric Enhancers of Human TRH Receptor: Primary Screen for Agonists; AID 493084, 2011; TRHR cells, calcium flux fluo-8, FDSS agonist mode; Thyrotropin-releasing hormone receptor (Homo sapiens), P34981; actives 0.18% (n = 360,000); activation, % at 2 µM; also: 0% is about no effect
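In this calcium-flux screen, cells bearing human TRHR are dye-loaded with fluo-8, baselined for 10 cycles, then exposed to library compounds; positive kinetic calcium responses during the agonist phase mark hits, with TRH as control.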
RXFP1 antagonist: qHTS Assay for Antagonists of the Relaxin Receptor RXFP1; Relaxin receptor 1 (Homo sapiens), Q9HBX9; HEK293-RXFP1, relaxin-stimulated cAMP HTRF, 30 min; active compounds read low; activity change, negative = inhibition, % at 57.5 µM; actives 0.59% (n = 350,000); AID 1259400, 2018;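 active = activity change of -60% or lower, but not beyond a set lower limit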; also: % is scaled to controls: 0 for no effect and ±100 for the full control effect
* hit, by the source's call; . = no result given. Rule as the data show it, unless noted: active = activation above about 30%; inactive = the rest.

SMILES	D1 ag	D2 PAM	D2 antag	D1 PAM	TRHR enhancer	D1 antagonist	D2 ag	TRHR agonist	RXFP1 antagonist
CCCCn1c(N)c(N(CCOC)C(=O)COC(=O)COc2c(C)cccc2C)c(=O)[nH]c1=O	0.0	1.7	6.1	-2.1	0.4	5.5	0.0	0.5	0.9
CCOC(=O)N1CCN(C(=O)COC(=O)C2CCN(S(=O)(=O)c3c(Cl)cccc3Cl)CC2)CC1	11.2	11.6	0.5	-0.8	5.5	-14.6	0.4	-0.1	-16.1
O=C(Cn1c(Cc2ccccc2)nc2ccccc21)NCc1ccc2c(c1)OCO2	1.4	.	.	-6.8	-13.1	-11.4	.	-0.7	2.0
Cc1ccc2nc(-c3ccc(NC(=O)c4ccccc4S(C)(=O)=O)cc3)sc2c1	5.2	-13.6	.	-7.8	4.7	-10.5	0.1	1.0	.
COc1ccc(/C=N/NC(=O)c2ccc3c(c2)OCO3)cc1	0.8	6.6	-7.1	2.5	3.4	-7.7	-0.3	0.0	-1.7
Cc1ccc2c(c1)C(c1ccccc1)N(C(=O)c1ccc(S(=O)(=O)N3CCCC3)cc1)CC(=O)N2 (stereo unspecified)	5.0	-5.6	.	-0.8	5.9	-28.8	1.7	0.5	-18.0
O=C(O)c1[nH]c2ccccc2c1CC(=O)N1CCN(c2ccccc2)CC1	-2.3	-5.6	-8.6	-0.2	8.7	29.4	5.7	0.4	0.7
CNCC(=O)Nc1c(C)n[nH]c1C	3.0	-2.0	-11.9	-6.7	-10.4	14.1	0.9	-0.1	-6.0
Cc1[nH]c2ccccc2c1C1(O)C(=O)N(Cc2ccc(Cl)cc2)c2ccccc21 (stereo unspecified)	-1.1	4.2	.	-4.0	2.2	0.8	-0.1	2.0	-26.8
COCCCNC(=O)C(Cc1ccccc1)NS(=O)(=O)c1ccc2c(c1)c(=O)n(C)c(=O)n2C (stereo unspecified)	0.7	.	2.2	-4.2	-5.7	-0.9	2.1	1.1	-0.1
CN(C(=O)CSc1nc2ccc(NC(=O)c3cccs3)cc2s1)c1ccccc1	-0.1	-2.5	.	-1.8	-4.6	-5.6	-0.5	-0.5	.
Cc1ccc(OCC(=O)Oc2c(C)cccc2C)cc1	7.7	7.9	-7.3	-1.2	-5.6	-14.7	0.1	-0.5	-0.2

The list goes on, overlapping the part above by four compounds.
SMILES	D1 ag	D2 PAM	D2 antag	D1 PAM	TRHR enhancer	D1 antagonist	D2 ag	TRHR agonist	RXFP1 antagonist
Cc1[nH]c2ccccc2c1C1(O)C(=O)N(Cc2ccc(Cl)cc2)c2ccccc21 (stereo unspecified)	-1.1	4.2	.	-4.0	2.2	0.8	-0.1	2.0	-26.8
COCCCNC(=O)C(Cc1ccccc1)NS(=O)(=O)c1ccc2c(c1)c(=O)n(C)c(=O)n2C (stereo unspecified)	0.7	.	2.2	-4.2	-5.7	-0.9	2.1	1.1	-0.1
CN(C(=O)CSc1nc2ccc(NC(=O)c3cccs3)cc2s1)c1ccccc1	-0.1	-2.5	.	-1.8	-4.6	-5.6	-0.5	-0.5	.
Cc1ccc(OCC(=O)Oc2c(C)cccc2C)cc1	7.7	7.9	-7.3	-1.2	-5.6	-14.7	0.1	-0.5	-0.2
COc1cccc(NC(=O)N2C3CCCC2CC(NC(=O)C2CC2)C3)c1 (stereo unspecified)	2.5	-11.1	34.1*	-8.7	0.7	18.6	0.8	1.1	11.8
COc1ccc(-n2c(SCC(=O)N3CCc4ccccc43)nnc2-c2c[nH]c3ccccc23)cc1	0.3	.	.	0.5	9.6	17.0	.	0.4	-17.3
CC(C)CNC(=O)c1c(N)n(/N=C/c2ccccn2)c2nc3ccccc3nc12	2.2	-0.6	2.7	3.5	-2.0	16.9	-0.2	-0.5	6.5
COCCNC(=O)c1c[nH]c2ccc(S(=O)(=O)N(C)c3ccc(C)c(C)c3)cc2c1=O	0.8	3.5	20.7	3.0	-4.5	2.8	1.6	0.3	-20.4
CCOC(=O)c1nnc(-c2ccc(C)cc2)nc1Sc1ccc(Cl)cc1	-0.3	1.1	-4.6	11.1	7.4	2.6	0.4	-0.1	-1.0
COc1ccccc1C(=O)Nc1sc2c(c1C(=O)NCc1ccco1)CCCC2	5.6	5.8	-4.5	1.9	-9.6	4.8	0.5	-1.0	2.0
Nc1ncncc1-c1ccc([N+](=O)[O-])cc1	1.5	6.9	-13.5	13.0	8.1	-1.7	-0.3	0.0	5.7
O=C(COc1ccccc1F)Nc1nnc(SCc2cc(=O)n3ccccc3n2)s1	0.0	10.8	.	2.0	-1.6	-3.5	-0.1	-0.1	-3.8
O=C(NC1CCSc2ccccc21)c1ccccc1Cl (stereo unspecified)	2.2	-6.1	-2.3	-6.8	-3.4	-22.9	-1.3	-1.8	2.1
CCC(C)NC(=O)C1CCN(S(=O)(=O)N2CCC3(CC2)OCCO3)CC1 (stereo unspecified)	-0.3	2.7	7.9	-3.0	-4.0	5.3	0.1	0.2	-4.2
CC(=O)O[C@H]1[C@H](C)OC=C[C@@H]1OC(C)=O	0.3	6.2	9.7	3.0	0.4	-12.4	0.8	0.2	.
N#CCCSCc1ccc(OCC(=O)O)cc1	2.8	14.0	2.7	0.5	4.8	-18.9	-2.6	0.0	16.8
COc1cccc2sc(N(CCCN(C)C)C(=O)COc3ccc(Cl)cc3)nc12	14.8	-1.2	-2.7	-1.8	-0.4	-27.4	0.8	1.5	0.1
CNS(=O)(=O)c1cc(-c2nnc(Nc3cc(C)ccc3C)c3ccccc23)ccc1C	-1.4	4.4	.	4.6	-2.2	-7.1	.	0.2	.
CCOc1ccc(-c2cc(C(=O)NN=C3CCN(C)CC3)[nH]n2)cc1	0.3	-0.8	11.6	3.9	-0.3	5.2	2.3	-0.9	-12.9
NC(=O)c1cc([N+](=O)[O-])ccc1NCc1ccc(O)cc1	3.9	-9.2	-5.7	-5.0	4.2	-21.5	0.6	-0.1	.
O=C(O)COc1ccccc1/C=N/NC(=O)CSc1nnc(SCc2ccccc2)s1	2.1	14.0	-8.3	-4.5	14.0	6.2	-0.6	0.1	-2.4
CC(=O)NC(Cc1ccc(F)cc1)C(=O)NC1CCN(S(=O)(=O)c2ccccc2)CC1 (stereo unspecified)	1.2	17.5	-1.4	-7.0	3.7	7.6	1.9	0.2	-1.5
Cc1cc(-c2ccc(C(=O)O)s2)cnc1N	1.4	3.8	-6.1	-1.8	-7.0	17.5	0.1	0.2	2.3
O=C(CSc1nnnn1-c1ccccc1)CC(=O)Nc1ccc(Cl)cc1	6.9	2.9	-13.5	-4.5	-3.2	-33.9*	-0.6	-0.2	-39.8
Cc1ccc(NC(=O)C2CCCN(S(=O)(=O)c3c(C)noc3C)C2)nc1 (stereo unspecified)	2.8	-6.9	4.7	-9.5	-4.4	-12.8	1.2	0.2	-2.6
CNC(=S)N1N=C(c2cccs2)CC1c1ccc(F)cc1 (stereo unspecified)	0.6	-8.9	-5.5	-2.0	2.4	-1.8	0.8	-1.2	-21.2
CC(C)(C)C1CCC(OCC(O)CN2CCN(c3ccccc3)CC2)CC1 (stereo unspecified)	0.7	-34.3	73.6*	5.2	7.5	-0.8	68.1*	-0.8	-8.6
O=C(CC1C(=O)NCCN1Cc1ccc(-c2ccccc2)cc1)NCc1ccccc1 (stereo unspecified)	12.6	-11.4	-2.1	-7.5	17.4	0.9	-0.7	-1.6	-32.9
N#Cc1c2n(c3c(=O)n(Cc4ccc(Cl)cc4)cnc13)CCCC2	0.2	-2.5	8.3	2.8	-1.3	2.2	0.1	-0.7	-17.8
O=C(O)c1cccc(NC(=O)c2cc(S(=O)(=O)N3CCOCC3)cs2)c1	0.3	2.7	-2.4	1.1	-6.6	19.6	1.2	0.2	23.3
CCO[C@@H]1OC(C(=O)N2CCOCC2)=C[C@H](c2coc3ccccc3c2=O)[C@H]1CCCO	-6.6	-0.8	15.8	-0.4	2.9	-6.0	0.2	0.4	.
O=C(NNC(=O)c1cc2ccccc2oc1=O)c1ccccc1[N+](=O)[O-]	3.7	13.1	-5.7	-2.8	9.0	5.0	0.8	0.3	-8.6
COc1ccc2c(c1)NC(c1ccc(Cl)cc1)=NC(c1cccs1)=N2	1.3	-0.2	.	0.4	0.3	0.4	-1.1	-1.7	-9.1
NC(=O)C[n+]1cccc(CNC(=O)c2ccc(OC(F)F)cc2)c1	1.2	0.7	31.7*	4.3	-2.5	-30.3*	2.0	1.8	-8.4
O=C(CN1C(=O)/C(=C/c2ccccc2F)Sc2ccccc21)NCc1cccnc1	4.4	2.1	-7.6	-6.7	-6.9	-6.7	0.7	-2.3	-8.1
CCS(=O)(=O)Nc1cccc(C2=NN(S(=O)(=O)c3ccc(C)cc3)C(c3cccs3)C2)c1 (stereo unspecified)	1.7	.	.	1.4	1.9	4.2	.	1.6	1.0
Cc1cccc(C)c1OCC(=O)Nc1ccc2c(c1)C(=O)NC2=O	1.8	.	.	0.7	-2.9	-2.3	.	-2.4	1.6
COc1ccc2c(c1)CC/C(=C\C=C\c1ccccc1OC)C2=O	11.2	16.7	-33.4	6.7	3.6	-0.8	0.9	1.3	-10.1
Cc1c(C(=O)O)oc2c1/C(=N\O)CCC2	2.9	4.3	5.5	1.8	0.7	-9.4	0.6	0.0	-1.3
O=C(Nc1cc(C(F)(F)F)ccc1-n1cncn1)c1ccc(F)cc1Cl	3.5	4.4	34.8*	.	4.6	6.4	-0.2	0.1	-3.9

Two neighbouring entries out of the list so far, for reference:
SMILES	D1 ag	D2 PAM	D2 antag	D1 PAM	TRHR enhancer	D1 antagonist	D2 ag	TRHR agonist	RXFP1 antagonist
Cc1c(C(=O)O)oc2c1/C(=N\O)CCC2	2.9	4.3	5.5	1.8	0.7	-9.4	0.6	0.0	-1.3
O=C(Nc1cc(C(F)(F)F)ccc1-n1cncn1)c1ccc(F)cc1Cl	3.5	4.4	34.8*	.	4.6	6.4	-0.2	0.1	-3.9

Other entries
SMILES	D1 ag	D2 PAM	D2 antag	D1 PAM	TRHR enhancer	D1 antagonist	D2 ag	TRHR agonist	RXFP1 antagonist
O=C1NCC(c2ccccc2)C1C(=O)N/N=C\c1ccc(-c2cccc(Cl)c2Cl)o1 (stereo unspecified)	1.5	-4.3	10.3	3.8	-3.7	7.5	0.4	-0.1	-17.1
COc1ccccc1C(=O)NCCC(=O)Nc1cccc(C)n1	2.0	6.2	3.8	0.9	21.7	7.1	0.2	0.3	6.0
CCOC(=O)C1CCN(C(=O)c2cc3cc(F)ccc3[nH]2)CC1	-0.9	.	.	-6.3	-2.3	2.8	.	-0.7	25.5
COc1cc(/C=C2\C(=O)ON=C2c2ccccc2)cc(Cl)c1O	3.9	-9.6	15.4	2.4	0.9	-2.7	2.0	2.3	-5.7

Compounds as they come; overall some 7.3% were active at least once.
